# Bioassay records deposited in PubChem BioAssay by National Center for Advancing Translational Sciences (NCATS).
# GLP1R cytotox: qHTS of GLP-1 Receptor Inverse Agonists: Cytotox Screen; HEK293 cAMP-luciferase reporter cells, luminescence, 24 h; Potency, µM (top dose mostly 38.3 µM), for the others: at the highest dose activity change, negative = inhibition, actives largely listed as inhibitors; hit rate 0.13% among 410,000;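 further: loss of luciferase light is scored as toxicity; potency means the concentration at half of the fitted maximal effect; on the % scale 0 is the no-effect control and ±100 the full control effect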
#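 Luminescence readout: signal drop marks cytotoxicity. Plated cells grew 12 h at 37 °C, 5% CO2, received 23 nL compound for 24 h, then got luciferase reagent, read after 12 min at RT.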
# PLK1 PBD block: qHTS for Inhibitors of PLK1-PDB (polo-like kinase 1 - polo-box domain): Primary Screen. Serine/threonine-protein kinase PLK1 (Homo sapiens), P53350. Plk1 PBD binding of FITC phosphopeptide, fluorescence polarization. Potency, µM, inactives show max response, negative = inhibition, most hits filed as inhibitors. hit rate 2.8% among 360,000. AID 720504, 2013; further: potency means the concentration at half of the fitted maximal effect; series mostly up to about 57 µM; on the % scale 0 is the no-effect control and ±100 the full control effect; nearly all actives have a fitted effect of over 65% in size
# EPAC1 antag: qHTS for Antagonist of cAMP-regulated guanine nucleotide exchange factor 3 (EPAC1): primary screen; Rap guanine nucleotide exchange factor 3 (Homo sapiens), O95398; EPAC1 GEF assay, Rap1b-BODIPY-GDP exchange fluorescence; Potency, µM (doses to about 115 µM), for inactives: at the top dose activity change, negative = inhibition, actives largely listed as inhibitors; hit rate 0.14% among 360,000;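 further: potency means the concentration at half of the fitted maximal effect; plate controls were vehicle for no effect and positive control for full effect; nearly all actives have a fitted effect of over 50% in size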
# IL2 activator: qHTS of IL-2 Activators | IL-2 activation reporter assay, cell-based qHTS; stimulated with anti-CD3/CD4/CD28 beads; in transgenic mouse T cells | activation, % (series mostly up to about 46 µM) | hit rate 0.065% among 360,000 | AID 652025, 2013; in the data active means activation above about 50%; inconclusive means mostly about 30% to 49%; further: 0% is about no effect
#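 Quantitative HTS in unstimulated transgenic mouse T cells, with memory T cells as non-tolerant control and PMA/ionomycin as tolerance-bypass control. Compound pretreatment lasted 60 minutes before 18 h bead stimulation; EGFP/DsRed fluorescence read.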
# PI5P4Ka inh: qHTS for Inhibitors of phosphatidylinositol 5-phosphate 4-kinase (PI5P4K). Phosphatidylinositol 5-phosphate 4-kinase type-2 alpha (Homo sapiens), P48426. PI5P4Kalpha enzyme, ADP-Glo luminescence, 60 min; active compounds read low. max response, %. hit rate 1.2% among 330,000; active means max response of -50% or lower; inconclusive means between -30% and -50%; inactive means -30% or higher; further: value at the top dose of about 77 µM; on the % scale 0 is the no-effect control and ±100 the full control effect
#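 Single end-point luminescence (ADP-Glo) quantified ADP from PI5P4Kalpha turnover; ATP 5 microM final, 1 h at RT, 0.1% CHAPS and 0.28 mM EGTA in HEPES pH 7.4.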
# PTHR1 ag: qHTS for PTHR1 Agonists: Primary Screen. Parathyroid hormone/parathyroid hormone-related peptide receptor (Homo sapiens), Q03431. HEK293 GP2 PTHR1 cells, GloSensor cAMP luminescence, 1 h. Potency, µM (series often up to 115 µM), inactives show at the top dose activation, hits mostly activators. hit rate 0.075% among 410,000. AID 743266, 2014; further: potency means the concentration at half of the fitted maximal effect; nearly all actives have a fitted effect of over 55% in size; some results filed as inactive show a strong effect at the top dose; inactives centre near -15; many of its hits are not listed in these tables
# Target sequence (Q03431 whole entry, looked up): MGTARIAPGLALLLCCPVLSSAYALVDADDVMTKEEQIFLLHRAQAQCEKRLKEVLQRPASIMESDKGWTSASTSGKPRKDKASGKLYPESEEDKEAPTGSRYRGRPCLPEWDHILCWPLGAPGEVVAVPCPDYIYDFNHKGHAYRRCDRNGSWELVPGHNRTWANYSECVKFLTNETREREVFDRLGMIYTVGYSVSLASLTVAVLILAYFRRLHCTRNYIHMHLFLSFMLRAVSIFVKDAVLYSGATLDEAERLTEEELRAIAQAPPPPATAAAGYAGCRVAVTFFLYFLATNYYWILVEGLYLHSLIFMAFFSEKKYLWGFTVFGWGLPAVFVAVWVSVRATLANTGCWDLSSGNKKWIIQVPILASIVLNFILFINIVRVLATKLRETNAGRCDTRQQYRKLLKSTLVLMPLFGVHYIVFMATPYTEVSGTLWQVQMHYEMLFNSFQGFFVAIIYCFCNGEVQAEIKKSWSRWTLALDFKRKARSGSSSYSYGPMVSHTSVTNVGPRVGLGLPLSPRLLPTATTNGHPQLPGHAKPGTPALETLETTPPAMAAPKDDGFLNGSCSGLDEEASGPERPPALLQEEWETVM
#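 HEK-293-derived GP2 cells expressing PTHR1 and a GloSensor cAMP reporter, 3,000/well, plated overnight, given luciferin plus IBMX (each 0.5 mM as added) for 1 h at 37 °C, then compound for 1 h at 37 °C. Luminescence was read after 15 min at room temperature.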
# GLP-1R agonist: qHTS of GLP-1 Receptor Agonists; Glucagon-like peptide 1 receptor (Homo sapiens), P43220; HEK293 GLP-1R CRE-luciferase, luminescence, 4-6 h; cells express a hypersensitive GLP-1R form; Potency, µM (titrated, usually from 45.6 µM), inactives show at the top dose activation, hits mostly activators; hit rate 0.007% among 380,000; AID 624172, 2012; further: potency means the concentration at half of the fitted maximal effect; % of control where 0% means no effect
# Target sequence (P43220 whole entry, looked up): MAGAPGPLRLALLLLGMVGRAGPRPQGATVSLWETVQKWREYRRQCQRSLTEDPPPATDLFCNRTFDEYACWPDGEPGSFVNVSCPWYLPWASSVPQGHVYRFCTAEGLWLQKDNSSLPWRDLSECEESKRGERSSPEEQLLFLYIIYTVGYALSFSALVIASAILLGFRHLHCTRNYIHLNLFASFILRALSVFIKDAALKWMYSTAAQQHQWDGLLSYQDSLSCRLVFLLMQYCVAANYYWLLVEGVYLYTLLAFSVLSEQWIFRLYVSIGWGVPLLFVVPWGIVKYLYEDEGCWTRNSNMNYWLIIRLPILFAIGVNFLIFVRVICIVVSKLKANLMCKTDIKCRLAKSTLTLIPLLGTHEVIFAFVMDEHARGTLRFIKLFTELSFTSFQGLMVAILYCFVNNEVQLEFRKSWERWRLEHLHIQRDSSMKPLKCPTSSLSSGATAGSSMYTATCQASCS
# EPAC1 ag: qHTS for Agonist of cAMP-regulated guanine nucleotide exchange factor 3 (EPAC1): primary screen; Potency, µM (doses to about 154 µM), for the others: top-dose activation, actives largely listed as activators; Rap guanine nucleotide exchange factor 3 (Homo sapiens), O95398; EPAC1 agonist qHTS, biochemical assay; response scale: 100% = response to 6.5 mM cAMP; hit rate 0.073% among 360,000; AID 720707, 2013; further: potency means the concentration at half of the fitted maximal effect; nearly all actives have a fitted effect of over 60% in size
#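 Compounds were pinned as a concentration titration into mixtures of EPAC1 (100 nM), BODIPY-GDP-loaded Rap1B (250 nM) and GDP (50 uM). After 5 min at room temperature, fluorescence was followed for 30 min; activity was scaled to 6.5 mM cAMP.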
# GLP-1R inv ag: qHTS of GLP-1 Receptor Inverse Agonists (Inhibition Mode) | hit rate 1.6% among 410,000 | Glucagon-like peptide 1 receptor (Homo sapiens), P43220 | AID 624417, 2012 | Potency, µM (titrated, usually from 38.3 µM), for inactives: at the top dose activity change, negative = inhibition, actives largely listed as inhibitors | HEK293 GLP-1R CRE-luciferase, luminescence, 24 h; GLP-1R form is constitutively active; further: potency means the concentration at half of the fitted maximal effect; on the % scale 0 is the no-effect control and ±100 the full control effect; nearly all actives have a fitted effect of over 55% in size
#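 Readout was luciferase luminescence, measured 12 min after detection reagent at room temperature. Beforehand, GLP-1R reporter HEK293 cells had sat 12 h, then received compounds for 24 hr at 37 deg C.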
# Active calls of the source: *; i = inactive; ? = inconclusive; . = no result given; [ ] = remark or other dose. Unless noted, the call rests on the fitted dose curve; in most records, active means well fitted curve in the direction sought with a large enough effect; inconclusive means small, poorly fitted or top-dose-only effect, or another doubt; inactive means no such curve, though single readings can be large; an effect the other way counts as inactive or inconclusive. Not all compounds are listed; rates above refer to the full screens.
# Each structure is followed by: GLP1R cytotox | PLK1 PBD block | EPAC1 antag | IL2 activator | PI5P4Ka inh | PTHR1 ag | GLP-1R agonist | EPAC1 ag | GLP-1R inv ag
O=C(CC12CC3CC(CC(C3)C1)C2)NCc1ccncc1
  -3% | -3% | -11% | -0.9 | . | -39%[inhibitor] | 10% | 4% | 6%
O=c1c(O[C@@H]2O[C@H](CO)[C@@H](O)[C@H](O)[C@H]2O)c(-c2ccc(O)cc2)oc2cc(O)cc(O)c12
  11% | -18% | ? | -0.1 | 1 | ? | -1% | 8% | 6%
CC(=O)O[C@H]1CC[C@@]2(C)C(=CC[C@H]3[C@@H]4CC[C@H](C5(C)OCCO5)[C@@]4(C)CC[C@@H]32)C1
  1% | 1% | 2% | -0.4 | -5 | i | -2% | -12% | 16%
COc1cc(OC)c(OC)cc1/C=N/Nc1ccc(Cl)nn1
  -2% | -4% | 7% | -2.0 | -7 | -2% | 5% | 13% | 36%[activator]
Cc1nc(-c2ccccc2)sc1CCNC(=O)C(=O)Nc1ccc(F)c(Cl)c1
  4% | . | . | . | . | -22% | -2% | . | 11%
CCn1c(=O)cc(C(F)(F)F)[nH]c1=S
  17% | -12% | -4% | -4.4 | ? | -21% | -1% | 9% | 16%
O=C(O)c1cnn(-c2ccccc2)c1-c1ccncc1
  0% | ? | 1% | 0.9 | -4 | -21% | 6% | 11% | 22%
CNC(=S)N(Cc1cccs1)Cc1cc2cc(OC)c(OC)cc2[nH]c1=O
  9% | -13% | -5% | -0.2 | -17 | i | 3% | 10% | 101%[activator]
C=C(C)Cn1c(C)cc(C)c(S(=O)(=O)c2ccccc2C)c1=O
  19% | 4% | -4% | -2.1 | 10 | -23% | -4% | -1% | ?
Fc1cccc(NCc2ccoc2)c1
  2% | -19% | 9% | 1.1 | . | -7%[57.5 µM] | -7% | 1% | -17%
COc1cccc(CC2(CO)CCCN(CC3=Cc4cc(OC)ccc4OC3)C2)c1 (stereo not drawn)
  8% | -3% | -7% | 1.4 | 7 | -24% | 5% | -4% | ?
CN(C)c1ccc(C(=S)N2CCCC2)cc1Br
  10% | 0% | -10% | -4.8 | 13 | -4% | 7% | 6% | ?
CC(=O)Nc1cccc(C(=O)OCC(=O)NC(=O)NC2CCCC2)c1
  1% | 6% | -1% | -2.3 | 3 | -40%[inhibitor] | 1% | 4% | 24%
CCO/C(C)=N/n1c2nc3ccccc3nc2c2c(=O)n(C3CCCC3)c(C)nc21
  0% | 3% | -2% | -0.3 | -7 | -23% | 1% | -2% | 0%
Cc1nc2c3c4c(sc3n3c(SCC(=O)NCc5ccco5)nnc3n2n1)COC(C)(C)C4
  -9% | -4% | 3% | 0.3 | 2 | -1% | -10% | 2% | 1%
N#Cc1cccc(Oc2ccc(S(=O)(=O)N3CCCC3)cn2)c1
  6% | -4% | -21% | 3.6 | -6 | i | -3% | 2% | 3%
O=C(CCCc1nc2ccccc2s1)Nc1nccs1
  -17% | -25% | 5% | 4.1 | -7 | -12%[57.5 µM] | -4% | 5% | 0%
CN(C)CCN(C(=O)c1cccs1)c1nc2cc3c(cc2s1)OCCO3
  -7% | -5% | -1% | 1.0 | 7 | i | -6% | -19% | -21%
COc1cc(OC)cc(-c2nnc(SCC(=O)N3CCOCC3)o2)c1
  -14% | 3% | 10% | 0.5 | -5 | i | -4% | -2% | 5%
CCNCc1cc(Cl)cc(OC)c1OC(C)C
  -25% | -1% | 13% | 0.5 | 4 | 0% | -4% | 0% | -23%
COc1ccccc1C(=O)NC(CCSC)C(=O)NCCCSc1ccccc1 (stereo not drawn)
  0% | -3% | 3% | -1.1 | 9 | -10% | 9% | 0% | ?
COC(=O)c1ccc(OCCOc2ccccc2)cc1
  -3% | -13% | -12% | 1.8 | 10 | i | 18% | -9% | 1%
CCCCn1c(-c2csc(CC)c2)n[nH]c1=S
  ? | -13% | 0% | -0.4 | -11 | -13% | 11% | 0% | -24%
CCOC(=O)C1=C(C)NC(=O)NC1/C=C/c1ccccc1 (stereo not drawn)
  1% | -8% | 15% | -0.2 | . | ? | 0% | 9% | 7%
Cc1ccc2oc(-c3cccc(NC(=O)c4ccc(Br)o4)c3C)nc2c1
  -8% | 2% | 3% | -0.6 | 1 | i | 1% | -5% | 9%
CC(C)CC1NC(=O)N(CC(=O)Nc2cc(F)ccc2F)C1=O (stereo not drawn)
  -2% | 3% | 2% | 0.8 | 1 | -14% | 0% | -5% | 8%
COc1cccc(CCOC(=O)c2c(-c3ccsc3)oc3c2C(OC(C)=O)CCC3)c1 (stereo not drawn)
  15% | -1% | 9% | -0.9 | 12 | -10% | -1% | -11% | ?
O=C1CN(C(=O)C2CC2)c2ccccc2N1
  -5% | -26% | 6% | 0.0 | -4 | -3% | -7% | 5% | 6%
CCCN(CC(=O)Nc1ccc(F)c(F)c1F)C(=O)c1ccc2c(=O)n3c(nc2c1)CCC3
  11% | -3% | 4% | -0.7 | 1 | -20% | 2% | -2% | 8%
CCOC(=O)c1sc2nc(NC(=O)C(C)(C)C)sc2c1C
  -27% | 2% | -4% | -4.3 | 4 | -49%[inhibitor] | -1% | -19% | ?
CCCC(=O)Nc1ccc(N2CCN(C(=O)CCC)CC2)cc1
  0% | -1% | -14% | 2.0 | . | -7%[57.5 µM] | -7% | 2% | 3%
CCOC(=O)C1=C(c2ccccc2)NC(=O)NC1c1ccc(N(C)C)cc1 (stereo not drawn)
  -10% | -3% | 1% | -0.9 | . | -8%[57.5 µM] | 0% | 3% | 0%
Clc1ccc2c(c1)-c1[nH]ncc1CS2
  20% | ? | 7% | 0.4 | 1 | i | 9% | -1% | ?
CCOc1ccc(NC(=S)N(CCc2c(C)[nH]c3ccc(C)cc23)Cc2ccco2)cc1
  14% | -3% | -25% | -1.8 | 3 | i | -5% | 11% | 7.9µM*
Cn1nc(-c2ccc(N3CCCCC3)c(NC(=O)c3ccco3)c2)c2ccccc2c1=O
  1% | -5% | -4% | -0.6 | -2 | -46%[inhibitor] | 1% | 9% | 12%
CS(=O)(=O)Nc1cccc(C2=NN(C(=O)c3ccco3)C(c3ccco3)C2)c1 (stereo not drawn)
  -2% | -13% | 5% | -1.0 | -1 | -18% | 13% | 4% | -6%
CC(=O)Nc1ccc(NC(=O)CSc2ccc3nnc(CCNC(=O)c4ccccc4)n3n2)cc1
  4% | 8% | 7% | 1.2 | 1 | -7% | 0% | 4% | 1%
Cc1ccnc2nc(C(=O)Nc3nnc(CC(C)C)s3)nn12
  -18% | -13% | -12% | 0.0 | -1 | i | 0% | 15% | 6%
N#Cc1ccc(C(=O)OCC(=O)NC2CCCC2)cc1
  1% | -1% | 1% | 0.0 | 8 | i | 0% | 6% | 13%
Cc1ccccc1NC(=O)OCc1cccnc1Oc1ccc(Cl)cc1
  -1% | -9% | ? | -0.8 | 18 | -35%[inhibitor] | 19% | 11% | ?
NC(=S)N/N=C/c1ccccc1
  2% | -11% | 10% | 1.2 | 1 | i | -2% | 9% | 11%
CCOC(=O)C1NN=C(C(=O)c2ccccc2)C1c1ccc(Cl)cc1 (stereo not drawn)
  3% | -9% | -20% | 1.4 | -6 | -4% | 13% | 1% | ?
CCCN(C(=O)c1c(CC)noc1C)c1c(N)n(Cc2ccccc2)c(=O)[nH]c1=O
  2% | 1% | 5% | 4.0 | 1 | -4% | 10% | -6% | 27%
c1ccc(-c2nc(-c3cccnc3)cs2)cc1
  4% | -6% | -3% | -0.7 | 6 | i | 27% | -9% | 17%
C/C(=C\C(=O)O)C12CC3CC(CC(C3)C1)C2
  21% | 3% | -4% | 1.5 | 5 | i | 10% | -4% | 54%[activator]
O=C(NCc1cc(C(F)(F)F)cc(C(F)(F)F)c1)C1CC(c2ccc(C(F)(F)F)cc2)=NO1 (stereo not drawn)
  -6% | -8% | -27% | 0.0 | 22 | -4% | -1% | -34%[inhibitor] | ?
O=C(C1=C[C@@H](c2ccc3c(c2)OCO3)C[C@@H](OCc2ccc(CO)cc2)O1)N1CCOCC1
  -9% | -7% | 5% | -0.7 | -2 | -8% | 5% | 3% | 7%
CCn1c(CCNC(=O)c2ccc(F)cc2)nc2ccccc21
  -7% | 5% | 0% | 1.7 | 8 | -18% | 7% | -15% | 21%
CC(C)(C)OC(=O)N1CCC(C(=O)Nc2cccc(C(=O)NCCCc3ccccc3)c2)CC1
  -9% | 1% | -2% | -0.9 | 0 | -15% | 8% | -8% | ?
Cc1c(C(=O)Nc2cc(F)cc(F)c2)cnn1-c1ccccc1
  -15% | -2% | -2% | -0.4 | 4 | -46%[inhibitor] | 8% | -1% | ?
CN1CCC(Oc2ccccc2Sc2ccccc2)CC1
  ? | -12% | -13% | -1.2 | 3 | -20% | 8% | -4% | ?
Cn1c(=O)c2[nH]c(COc3ccc(C(C)(C)C)cc3)nc2n(C)c1=O
  -7% | 0% | 7% | -2.9 | -1 | -31%[inhibitor] | -3% | -3% | 0%
CN(CC(=O)Nc1ccc(F)cc1)C(=O)COc1ccc([N+](=O)[O-])cc1Cl
  5% | 3% | -8% | 0.4 | -1 | -4% | 3% | -12% | ?
O=C(COc1ccc(Cl)cc1Br)Nc1cccc(S(=O)(=O)N2CCCC2)c1
  ? | 6% | -2% | -0.6 | 23 | -81%[inhibitor] | 0% | -10% | ?
Cc1cc(-c2onc(C)c2C(N)=O)no1
  -4% | -17% | -6% | 0.7 | -2 | i | 8% | 8% | 18%
